# Screening data as filed in PubChem BioAssay.
# LYP inh 2: PTPN22 phosphatase inhibitors, primary screen, biochemical, DiFMUP fluorescence, 2 µM; recombinant LYP catalytic domain; inhibition, % at 2 µM; 96,000 compounds, 0.21% hits; AID 640, 2007;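 active = inhibition at 2 µM at or above a set limit, the screen mean plus 3 SD, cut at about 24% in these data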;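 also: 0% = DMSO with enzyme and 100% = enzyme fully blocked by orthovanadate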
# ERa SRC1 inh: ERα–SRC-1 coactivator interaction inhibitors, primary screen, biochemical, TR-FRET, ERα LBD, estradiol-bound. inhibition, % at 25.6 µM. TR-FRET ER-alpha LBD / SRC-1 peptide. 86,000 compounds, 1.7% hits. AID 629, 2007; in the data active = inhibition above about 50%;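 also: 0% = receptor plus peptide control and 100% = peptide only without receptor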
# PTK2B oligo ant: antagonists of Pyk2 self-association, primary screen, Q293 cells, FERM NanoBiT luminescence, HTS. Protein-tyrosine kinase 2-beta (Homo sapiens), Q14289. active compounds read low. z-score (the deposit names both 25 µM and 10 µM). 99,000 compounds, 0.83% hits;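 active = Z-score of -3 or lower, scaled per plate to the spread of control and sample wells; inactive = z-score above -3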;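 also: negative z-score means lost luminescence so less FERM oligomerization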
# Target sequence (Q14289 whole entry, looked up): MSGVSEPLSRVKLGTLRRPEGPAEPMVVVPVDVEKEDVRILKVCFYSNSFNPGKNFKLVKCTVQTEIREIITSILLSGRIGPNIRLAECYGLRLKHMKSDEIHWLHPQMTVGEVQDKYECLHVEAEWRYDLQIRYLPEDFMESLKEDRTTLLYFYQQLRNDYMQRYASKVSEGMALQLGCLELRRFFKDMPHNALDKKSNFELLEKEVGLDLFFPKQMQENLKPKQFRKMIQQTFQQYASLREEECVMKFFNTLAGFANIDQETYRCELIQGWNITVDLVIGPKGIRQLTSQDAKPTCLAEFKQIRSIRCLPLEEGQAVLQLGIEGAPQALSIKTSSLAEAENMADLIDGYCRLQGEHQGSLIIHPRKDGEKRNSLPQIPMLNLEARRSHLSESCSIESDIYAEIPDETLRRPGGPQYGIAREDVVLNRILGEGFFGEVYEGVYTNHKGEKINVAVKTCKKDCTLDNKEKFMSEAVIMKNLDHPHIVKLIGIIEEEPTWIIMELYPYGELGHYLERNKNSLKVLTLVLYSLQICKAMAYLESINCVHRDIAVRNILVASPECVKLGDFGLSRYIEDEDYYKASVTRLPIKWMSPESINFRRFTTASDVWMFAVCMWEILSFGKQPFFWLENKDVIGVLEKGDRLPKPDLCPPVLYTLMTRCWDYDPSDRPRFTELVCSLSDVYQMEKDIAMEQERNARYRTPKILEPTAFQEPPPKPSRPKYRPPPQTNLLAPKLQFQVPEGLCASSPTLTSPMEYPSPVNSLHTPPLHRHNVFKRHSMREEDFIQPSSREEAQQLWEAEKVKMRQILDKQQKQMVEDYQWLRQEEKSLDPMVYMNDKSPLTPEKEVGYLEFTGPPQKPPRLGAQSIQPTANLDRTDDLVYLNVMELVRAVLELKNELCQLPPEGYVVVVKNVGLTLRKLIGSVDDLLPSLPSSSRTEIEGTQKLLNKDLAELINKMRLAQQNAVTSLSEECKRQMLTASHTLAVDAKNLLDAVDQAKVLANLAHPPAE
# LYP act: LYP phosphatase activators, primary screen, biochemical, DiFMUP fluorescence, 2 µM | Tyrosine-protein phosphatase non-receptor type 22 (Homo sapiens), Q9Y2R2 | recombinant LYP; 0 = plate median, 100 = signal doubled | activation, % at 2 µM | 96,000 compounds, 0.11% hits | AID 697, 2007;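 active = activation at 2 µM above a set limit, the mean plus 5 SD, cut at about 37% in these data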
# HUVEC tox TNFa: cytotoxicity in TNFa-stimulated HUVEC, primary screen, cytotoxicity control for VCAM1 expression modulator project, imaging, Hoechst nuclei count; HUVEC TNFalpha-stimulated, Hoechst cell count; cell count reduction, % at 2 µM; 93,000 compounds, 0.17% hits; AID 848, 2007;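 active = cell count reduction exceeding the screen mean by over 5 SD, scaled to untreated wells per plate, cut at about 78% in these data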;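 also: cells counted after 24 h of TNF alpha exposure following the 1 h pretreatment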
# VCAM1 TNFa inh: inhibitors of TNFa-induced VCAM1 expression, primary screen, imaging, HUVEC, TNFa stimulus, immunofluorescence | AID 802, 2007 | 95,000 compounds, 0.48% hits | inhibition, % at 2 µM | HUVEC TNFa-induced VCAM-1 immunofluorescence, high-content imaging;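 active = inhibition above the batch mean plus 3 SD, with images confirmed as a hit by eye, cut at about 37% in these data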;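 also: 0% = TNF-stimulated DMSO wells and 100% = unstimulated control wells; not every result past the cut was called active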
# FAK inh: FAK kinase inhibitors, primary screen, biochemical; biochemical FAK kinase activity assay; inhibition, %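 (tested at 7 µM)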; 97,000 compounds, 0.84% hits; in the data active = inhibition above about 19%;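 also: 0% = DMSO and 100% = reference compound high control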
# F-actin modifier: modifiers of F-actin cytoskeleton organization, primary screen, imaging, HUVEC, phalloidin staining, high-content imaging; inhibition, % at 2 µM; 91,000 compounds, 0.18% hits; HUVEC TNFa F-actin phalloidin imaging;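 active = inhibition above the batch mean plus 3 SD and confirmed as a hit by visual image inspection, cut at about 30% in these data, passing the limit was not always enough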; also: strong numbers were not always called active
# HUVEC tox IL1B: cytotoxicity in IL-1B stimulated HUVEC, primary screen, cytotoxicity control for IL-1B NFkB translocation project, imaging, Hoechst nuclear count, IL-1B stimulus | AID 845, 2007 | 94,000 compounds, 0.41% hits | cell count reduction, % at 2 µM | HUVEC cell count loss;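 active = cell count reduction more than 3 SD above the screen-wide mean, cut at about 70% in these data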;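 also: normalized per plate to untreated control cells as the no-loss baseline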
# Starred values were filed as active, the others as inactive; · = no result given; [ ] = another dose, or the depositor's remark.
# The first 7 compounds, to show the layout:
# Value order: FAK inh, LYP inh 2, HUVEC tox IL1B, LYP act, ERa SRC1 inh, VCAM1 TNFa inh, F-actin modifier, HUVEC tox TNFa, PTK2B oligo ant
COc1ccccc1/C=C/C(=O)NCC(=O)N/N=C/c1cc(Br)ccc1OC
  -2, 8, -163, -5, 3, -8, -2, -13, -0.11
CCn1c2ccccc2c2cc(C3C(C#N)=C(C)NC(C)=C3C#N)ccc21
  9, -5, -12, 2, 6[fluorescence artefact?], 15, 1, -12, 0.44
Cc1ccc2c(c1)c1c(n2CC(O)Cn2c(C)nc3ccccc32)CCCC1 (configuration not stated)
  -1, -4, 7, 1, 17[fluorescence artefact?], 16, -5, -36, ·
O=c1oc(Nc2cccc(F)c2)nc2ccccc12
  0, 5, -56, -2, ·, -2, 11, -27, -0.82
Cc1cc(C)c(NC(=O)OCCN2CCOCC2)c(C)c1
  -1, -5, -53, 3, -1, 10, -4, -3, -0.08
O=C(c1cc2c(s1)CCC2)N1C(=O)c2ccccc2S1(=O)=O
  7, -1, 2, -2, -9, 7, 39, -22, 0.93
CC1(C)Cc2c(sc3c2c(=N)n(Cc2ccco2)c(=O)n3CC(=O)Nc2ccccc2)CO1
  -2, 2, 2, -5, 1[fluorescence artefact?], 12, -13, -36, 0.22

# All compounds of this part, previewed entries included:
# Value order: FAK inh, LYP inh 2, HUVEC tox IL1B, LYP act, ERa SRC1 inh, VCAM1 TNFa inh, F-actin modifier, HUVEC tox TNFa, PTK2B oligo ant
COc1ccccc1/C=C/C(=O)NCC(=O)N/N=C/c1cc(Br)ccc1OC
  -2, 8, -163, -5, 3, -8, -2, -13, -0.11
CCn1c2ccccc2c2cc(C3C(C#N)=C(C)NC(C)=C3C#N)ccc21
  9, -5, -12, 2, 6[fluorescence artefact?], 15, 1, -12, 0.44
Cc1ccc2c(c1)c1c(n2CC(O)Cn2c(C)nc3ccccc32)CCCC1 (configuration not stated)
  -1, -4, 7, 1, 17[fluorescence artefact?], 16, -5, -36, ·
O=c1oc(Nc2cccc(F)c2)nc2ccccc12
  0, 5, -56, -2, ·, -2, 11, -27, -0.82
Cc1cc(C)c(NC(=O)OCCN2CCOCC2)c(C)c1
  -1, -5, -53, 3, -1, 10, -4, -3, -0.08
O=C(c1cc2c(s1)CCC2)N1C(=O)c2ccccc2S1(=O)=O
  7, -1, 2, -2, -9, 7, 39, -22, 0.93
CC1(C)Cc2c(sc3c2c(=N)n(Cc2ccco2)c(=O)n3CC(=O)Nc2ccccc2)CO1
  -2, 2, 2, -5, 1[fluorescence artefact?], 12, -13, -36, 0.22
COc1ccc(CC(=O)Nc2ccc(-c3csc(C)n3)cc2)cc1
  2, 6, -21, -5, ·, 3, 4, -6, 0.36
Cc1c(NC(=O)NC(=O)c2ccc(F)cc2)c(=O)n(-c2ccccc2)n1C
  -3, -6, 3, 6, 7, 0, ·, -10, -1.1
C=CCOC(=O)C1=C(C)NC(SCC(=O)Nc2ccccc2)=C(C#N)C1c1ccco1 (configuration not stated)
  -1, -3, ·, 0, -1, 8, 1, -20, -1.5
CC(C)(C)c1nc2c(C#N)c(-c3ccc(Cl)cc3)ccn2n1
  2, 10, 5, -9, -2, 3, -6, -3, -1.4
CCc1nn(CC(=O)N2CCN(Cc3ccc4c(c3)OCO4)CC2)c(=O)c2cc3occc3n12
  0, 1, 14, -4, -17, 14, -25, 8, 1.6
Cc1ccc2c(c1)c1c3n2CCCN(Cc2ccccc2)C3CCC1 (configuration not stated)
  -2, 5, 1, -6, -11, 2, -4, -10, 1.6
CC(=O)Nc1cccc(NC(=O)CSc2ccc(C(F)(F)F)cc2[N+](=O)[O-])c1
  3, -1, -27, 6, ·, 5, -15, -26, -0.85
O=C(COC(=O)c1cccnc1)c1ccc(Cl)c(Cl)c1
  2, 12, -7, -10, -7, 13, -8, -10, 0.72
O=C(O)CCN1C(=O)/C(=C/c2ccc(-c3nc4ccccc4s3)o2)SC1=S
  2, 24*, 3, -22, ·, 11, 12, -9, 0.2
COc1ccccc1N1CCN(CC(=O)NCC2CCCO2)CC1 (configuration not stated)
  1, -10, 13, 10, -10, 4, 8, -18, 0.3
CCCS(=O)(=O)N1CCC(C(=O)c2cccc(C(F)(F)F)c2)CC1
  3, 1, -3, -2, 2[fluorescence artefact?], 13, -9, -2, 0.22
O=C(CSc1nc2ccccc2[nH]1)NCCN1CCCCC1
  -1, -2, -22, 2, -7, 14, -17, -9, -1.1
COc1cc(C(=O)N2CCCc3ccccc32)cc(OC)c1OC
  2, -1, 0, 0, 0, 1, -11, -14, -0.09
CC(C)(C)NC(=O)C1CCN(S(=O)(=O)c2ccc(Br)cc2)CC1
  -2, -4, -39, 0, -28[fluorescence artefact?], -7, -8, -8, 0.74
CCSC1(SCC)N=C(N)C2(C#N)C(c3ccccc3)NC3=C(CCC3)C12C#N (configuration not stated)
  0, 7, 26, -5, -1, -14, -8, -28, 0.34
CCCN1C(=O)c2cc(C(=O)NC3CCCC3)ccc2C1O (configuration not stated)
  3, 3, -35, -4, -2, -4, 7, -2, ·
CCCCS(=O)CC(O)COCC (configuration not stated)
  0, 5, 0, -4, -6, 24, 10, -9, 0.02
O=C1CC(=Nc2ccccc2)NN1c1ccccc1
  0, 9, 5, -6, ·, 5, -17, -28, 0.17
CCC(C)(C)NC(=O)C(c1ccccc1)N(Cc1cccnc1)C(=O)c1csnn1 (configuration not stated)
  0, -1, 8, 2, 3, 21, 8, -1, -0.23
CCCNC(=O)CN(C)C(=O)c1n[nH]c2ccccc12
  4, -4, 13, 7, -10, 14, -11, 13, -0.54
C=CCNc1nc(NCc2ccco2)nc(OCC)n1
  0, -9, 1, 8, 4[fluorescence artefact?], -10, 8, -31, 0.64
CC1(CCc2ccccc2)NC(=O)N(Cc2nnc(-c3ccccc3Br)o2)C1=O (configuration not stated)
  3, -4, 2, 4, 29, 20, -22, -15, -0.29
Cc1ccc(C(O)CN2C3=NCCN3c3ccccc32)cc1 (configuration not stated)
  -5, 1, -23, -3, 2, 4, -40, -12, 0.07

# The final 3 entries of the part above come first, to join the parts:
# Value order: FAK inh, LYP inh 2, HUVEC tox IL1B, LYP act, ERa SRC1 inh, VCAM1 TNFa inh, F-actin modifier, HUVEC tox TNFa, PTK2B oligo ant
C=CCNc1nc(NCc2ccco2)nc(OCC)n1
  0, -9, 1, 8, 4[fluorescence artefact?], -10, 8, -31, 0.64
CC1(CCc2ccccc2)NC(=O)N(Cc2nnc(-c3ccccc3Br)o2)C1=O (configuration not stated)
  3, -4, 2, 4, 29, 20, -22, -15, -0.29
Cc1ccc(C(O)CN2C3=NCCN3c3ccccc32)cc1 (configuration not stated)
  -5, 1, -23, -3, 2, 4, -40, -12, 0.07
O=C(N/N=C/c1ccco1)c1ccc(Br)o1
  0, 4, 63, -2, ·, -7, -5, -4, 0.21
COc1ccc(-c2cc(C(F)F)n3ncc(C(=O)N4CCSCC4)c3n2)cc1
  -1, 0, -17, -4, 4, 29, -2, -16, 0.14
COC(=O)Nc1nc(C)c(C(=O)N(C)C)s1
  -2, -16, -12, 17, 5, 18, 34, -39, 0.92
Cc1c(Cl)c([N+](=O)[O-])nn1CC(=O)N1CCc2ccccc2C1
  4, 12, 15, -9, ·, 19, 13, 16, 0.4
Cc1ccc(SCCC(=O)N(C)C)cc1
  -4, 7, -54, -5, -4, 9, 21, 51, 2
CC1(C)CC(=O)C=C(Nc2ccc(F)cc2F)C1
  -1, 2, -9, -4, -6, 9, 44, -20, -0.04
COC(=O)CSc1nnc([C@H](Cc2ccccc2)NC(=O)OC(C)(C)C)o1
  -1, -6, -73, 5, -3, 12, 7, 0, 0.36
CCn1cc(S(=O)(=O)CC(=O)Nc2ccc3c(c2)OCCO3)c2ccccc21
  6, -4, -22, 2, 26, 11, -12, 71, -0.35
O=C(Nc1cccnc1)c1cc(F)cc(F)c1
  -2, -3, -18, 7, -10, -7, -7, -23, 0.33
CC1(C)C(=O)OC(c2ccco2)C(C)(C)C1=O (configuration not stated)
  0, -4, -12, 5, 4, 16, ·, -14, 0.24
COc1ccc(Oc2ccccc2C=O)cc1
  6, 2, 7, 1, ·, -12, 13, -21, 1.7
CC(C)n1nnc2ccccc2c1=O
  3, 8, -31, -5, ·, 1, 3, -1, 0.22
Cc1cc(NC(=O)c2ccc(NC(=O)C(C)C)cc2)no1
  0, -1, 9, 4, 3, -4, -10, -2, 0.33
Clc1ccc(OCCCCSc2ncccn2)cc1
  -1, -5, -10, 6, 7, -23, ·, -11, -0.94
COc1ccc(S(=O)(=O)Nc2ccc(NC(C)=O)cc2)cc1
  0, 3, 7, -4, 1, 3, -6, -5, 0.65
COc1ccc(-c2nc(C#N)c(NCCCN(C)C)o2)cc1OC
  0, 0, 9, -4, -4, 97*, 35, -34, 0.22
COc1ccccc1NC(=O)Nc1c(C)n(C)n(-c2ccccc2)c1=O
  -1, -2, -44, -3, -19, 10, -9, -13, -0.24
CCCCn1c(SCC(=O)Nc2cc(C)on2)nnc1-c1ccco1
  -1, -3, -15, 2, -5, 11, -8, 2, 0.88
CN=C(Nc1cc(C)nn1-c1ccccc1)c1ccccc1
  -1, 8, 15, -11, -1, 14, 3, -3, 0
CCOC(=O)N1CCC(NC(=O)Cn2ncc3ccccc32)CC1
  -5, -2, -4, 2, 0, 14, ·, -17, -0.46
O=C(C1CC=CCC1)N1CCN(C(=O)C2CC=CCC2)CC1 (configuration not stated)
  0, 5, -7, -9, -14, -6, 22, -43, 0.11
CC1CCc2nc(NC(=O)CCSc3ccccc3)sc2C1 (configuration not stated)
  -1, -6, -1, 5, 0, 17, 5, -40, ·
CCOC(=O)CSc1nnc(CNC(=O)c2ccc(OC)cc2)n1Cc1ccccc1
  -5, 11, 10, -11, 0, -3, -12, -7, 0.2
COC(=O)c1ccccc1N(Cc1ccccc1)S(C)(=O)=O
  -2, -6, -3, 3, -4, 1, -10, -29, -0.92
COc1ccc(N2C(=O)C(Cl)=C(Nc3ccccc3O)C2=O)cc1
  1, 5, 3, -4, 7[fluorescence artefact?], 24, -12, -19, -0.3
c1csc(-c2csc(-c3cccs3)n2)c1
  -1, -1, -6, -2, -6, -6, 2, -4, -0.69
Cc1csc(OCC(=O)Nc2ccc(C)c(C)c2)n1
  -3, -4, ·, 2, -10, 0, 17, -11, 0.88
NC(=O)c1ccc(C2SCC(=O)N2Cc2ccccc2)cc1 (configuration not stated)
  -5, 2, ·, -2, 4, ·, ·, ·, -0.66
